BoNT A protease = inhibitors of Botulinum neurotoxin A light chain protease | multiplex microsphere protease substrate cleavage, flow cytometry | inhibition, % at 10 µM | actives 0.17% (n = 360,000); note: plate controls were buffer without enzyme for full effect and enzyme alone for no effect
PriA SSB inh = inhibitors of Klebsiella pneumoniae PriA binding to SSB C-terminal tail; AlphaScreen SSBct-PriA binding, biotinylated peptide; AID 1272365; inhibition, % at 33 µM; actives 0.6% (n = 430,000); in the data active = inhibition mostly above about 37%, no sharp cut-off; inactive = mostly below about 20%;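 note: plate controls were negative control peptide for no effect and reference peptide for full effect; strong numbers were not always called active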
Y pestis TopoI = blocks Yersinia pestis topoisomerase I activity | activity, % at 10 µM | AID 504884 | actives 0.064% (n = 360,000) | Y. pestis Topo-I cleavage product accumulation, plate reader; in the data active = activity above about 50%, passing the limit was not always enough; inconclusive = no clear call, values can overlap the other calls; note: inactives centre near 2
CCHFV vOTU inh = CCHFV vOTU protease inhibition; Pep-AMC fluorescence; inhibition, % at 11.5 µM; actives 0.55% (n = 370,000); in the data active = inhibition above about 30%; note: 0% = vehicle wells with enzyme and 100% = no enzyme wells
Vc quorum ag = inducers of Vibrio cholerae quorum light production without autoinducers. activation, % at 18.7 µM. V. cholerae BH1578 lux reporter, luminescence, 6 h. actives 0.16% (n = 350,000); in the data active = activation mostly above about 9.7%, no sharp cut-off; inconclusive = no clear call, values can overlap the other calls; inactive = mostly below about 3.7%; note: not every result past the cut was called active; inactives centre near 0; reference of the scale not given here
3CLpro inhibitor = SARS-CoV 3CLpro protease inhibition; P0C6X7; recombinant SARS-CoV 3CLpro, quenched FRET peptide cleavage; inhibition, % at 6 µM; actives 0.14% (n = 290,000); AID 1706; in the data active = inhibition above about 12%
VHR inh abs = inhibitors of human VHR1 phosphatase (DUSP3) | P51452 | recombinant VHR phosphatase, pNPP absorbance | inhibition, % at 13.3 µM | actives 0.52% (n = 290,000) | AID 1654; in the data active = inhibition above about 50%; note: some compounds called inactive have numbers as strong as hits
Target sequence (P51452 whole entry, looked up): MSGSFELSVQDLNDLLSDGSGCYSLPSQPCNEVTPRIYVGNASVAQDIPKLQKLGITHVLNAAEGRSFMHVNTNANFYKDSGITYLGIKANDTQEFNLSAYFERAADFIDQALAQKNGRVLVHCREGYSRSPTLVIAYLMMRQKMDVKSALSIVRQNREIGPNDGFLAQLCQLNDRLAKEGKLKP
Anthrax LF inh2 = inhibitors of Bacillus anthracis lethal factor protease; multiplex microsphere protease cleavage assay, LF; AID 588501; P15917; inhibition, % at 10 µM; actives 0.12% (n = 360,000); note: plate controls were buffer without enzyme for full effect and enzyme alone for no effect
Target sequence (P15917 whole entry, looked up): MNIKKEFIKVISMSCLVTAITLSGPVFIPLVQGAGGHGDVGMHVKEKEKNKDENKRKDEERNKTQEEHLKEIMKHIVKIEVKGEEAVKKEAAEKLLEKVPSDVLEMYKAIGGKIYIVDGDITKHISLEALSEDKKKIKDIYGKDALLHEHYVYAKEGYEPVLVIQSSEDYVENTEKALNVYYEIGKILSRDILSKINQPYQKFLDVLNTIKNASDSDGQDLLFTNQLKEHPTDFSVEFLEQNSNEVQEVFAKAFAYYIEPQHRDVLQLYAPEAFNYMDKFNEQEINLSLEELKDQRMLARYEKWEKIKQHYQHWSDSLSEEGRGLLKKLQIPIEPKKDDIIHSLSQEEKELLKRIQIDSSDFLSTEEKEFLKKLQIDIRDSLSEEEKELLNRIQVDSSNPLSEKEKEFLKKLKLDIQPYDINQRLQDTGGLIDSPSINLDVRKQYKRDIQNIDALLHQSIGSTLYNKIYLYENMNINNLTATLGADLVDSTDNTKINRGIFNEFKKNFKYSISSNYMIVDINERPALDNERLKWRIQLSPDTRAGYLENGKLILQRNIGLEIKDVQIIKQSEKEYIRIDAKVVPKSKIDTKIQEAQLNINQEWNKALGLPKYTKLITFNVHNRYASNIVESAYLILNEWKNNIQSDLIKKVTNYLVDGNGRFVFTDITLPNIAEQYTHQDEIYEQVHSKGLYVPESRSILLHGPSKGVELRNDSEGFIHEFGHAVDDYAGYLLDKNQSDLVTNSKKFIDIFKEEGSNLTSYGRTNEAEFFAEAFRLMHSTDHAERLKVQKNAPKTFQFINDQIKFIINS
TcdB inh = blocks C. difficile toxin B glycohydrolase activity; P18177; actives 0.24% (n = 350,000); TcdB glycohydrolase enzymatic assay, plate reader; inhibition, % at 9.99 µM; in the data active = inhibition above about 10%
PfHsp40 rescue = rescue of PfHsp40-mediated yeast toxicity; actives 0.68% (n = 340,000); growth rescue, % at 12.5 µM; S. cerevisiae expressing PfHsp40, growth rescue, ATP luminescence; AID 504582; in the data active = growth rescue above about 28%, passing the limit was not always enough; inconclusive = no clear call, values can overlap the other calls;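 note: yeast W303a lacking pdr1 and pdr3 grown in galactose medium; growth measured after three days at 30 °C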
Numbers without * were called inactive; i = inactive; ? = inconclusive; · = not tested or not shown. Cut-off read from the data, not from the text of the source, unless noted: active = inhibition above about 30%; inconclusive = no clear call, values can overlap the other calls; inactive = below that. Only part of the results is shown (hit frequency here may not be typical).

Order of results: CCHFV vOTU inh	VHR inh abs	PriA SSB inh	Y pestis TopoI	3CLpro inhibitor	BoNT A protease	TcdB inh	PfHsp40 rescue	Anthrax LF inh2	Vc quorum ag
1) O=S(=O)(NCCc1cn2ccccc2n1)c1ccc(-c2ccccc2)cc1
 : 10	57*	-5	31	4	2.1	1.7	-1.7	0	-1.5
2) COc1ccccc1CNC(=O)COC(=O)c1ccccn1
 : 2	·	-2	0	·	·	2.3	-0.9	·	i
3) Cc1cccc(NC(=O)c2ccc(COc3ccccc3[N+](=O)[O-])o2)n1
 : -6	18	2	15	-2	-11	0.8	-0.8	-2	-0.5
4) O=C(CNC(=O)c1ccc(Br)cc1)NCCc1nc2ccccc2[nH]1
 : -2	-6	-7	3	2	-1.3	·	3.2	0	1.7
5) COc1ccccc1N(C(=O)CN1C(=O)c2ccccc2S1(=O)=O)C(C(=O)NCC1CCCO1)c1ccc(F)cc1 (stereo not given)
 : 5	0	7	6	-2	-1.9	1.2	-1.9	-3	1.9
6) Cc1ccc2nsnc2c1N
 : 10	21	-3	3	4	1.4	0.2	-1.4	3	1.6
7) O=C1CC(c2cccs2)Cc2nc(NC(=O)C3CC3)ncc21 (stereo not given)
 : -5	-5	-8	-7	-4	·	0.2	-0.1	·	i
8) COc1ccccc1NC(=O)c1ccc(NC(=O)CSc2nc(N)cc(=O)[nH]2)cc1
 : 10	·	-3	4	·	0.3	0.1	-1.2	2	i
9) COc1ccc(OC)c(Nc2cc(C)nc3ccccc23)c1
 : 0	10	9	1	-1	0.0	·	-1.2	-2	-0.3
10) Cc1nn(-c2ccccc2)c(Cl)c1/C=N/Nc1nc2ccccc2[nH]1
 : -4	18	·	-10	1	0.0	1.2	1.7	-3	-0.3
11) O=C(CCNS(=O)(=O)c1ccccc1)N1CCC(Cc2ccccc2)CC1
 : 0	-4	-4	36	-3	0.0	2.0	-0.5	-6	i
12) CCn1cc(CN2CCC(n3nccc3NC(=O)c3ccccc3C)CC2)cn1
 : 1	19	0	2	-4	7.3	-3.7	3.0	-4	i
13) CCOC(=O)N1CCN(Cc2nc3c(c(=O)[nH]c(=O)n3C)n2Cc2ccccc2C)CC1
 : -18	21	-13	-1	-6	0.6	0.4	-0.1	-5	i
14) C[N+]1(CC(=O)Nc2ccccc2Cl)CCN(C(=O)c2cccs2)CC1
 : -7	-6	-11	0	-3	-1.5	·	0.3	-2	-0.6
15) CC1CN(C(C)C(=O)NC(c2ccccc2)c2ccccc2)CC(C)O1 (stereo not given)
 : 9	26	-8	-10	8	1.6	0.4	-1.3	0	-0.4
16) Cc1ccc(-n2ncc3c(N4CCC5(CC4)OCCO5)ncnc32)c(C)c1
 : -3	21	0	1	0	0.5	2.2	0.1	-6	-0.1
17) CNC(=O)c1nnsc1S(=O)(=O)c1ccc(Cl)cc1
 : 1	-8	-13	7	1	0.1	1.3	209*	0	-0.4
18) CCOc1ccc(OCc2cccc(C(=O)N3CCCCCC3)c2)cc1
 : 4	20	-21	27	4	-0.7	0.2	0.2	0	-0.5
19) CCCc1[nH]nc2c1C(c1ccc(OC)cc1OC)C(C#N)=C(N)O2 (stereo not given)
 : 16	-10	-2	3	5	0.5	·	-0.1	-1	3.2
20) CCOC(=O)C1CCCN(C(=S)NC2CCCCC2)C1 (stereo not given)
 : -1	9	-4	4	-1	-2.1	1.2	-0.8	-7	-0.1
21) CC(=O)c1ccc(N2CCN(C(=O)C(=O)c3cn(CC(=O)N4CCCCCC4)c4ccccc34)CC2)cc1
 : -7	10	0	22	2	-1.7	1.0	1.1	5	-0.1
22) Cc1ccc(CNCC(=O)Nc2cccc(S(=O)(=O)NC3=NCCCCC3)c2)cc1
 : -8	40	-14	30	1	-2.0	-0.2	-0.6	-8	-0.3
23) O=C(COC(=O)CNC(=O)c1ccccc1)Nc1ccc2c(c1)OCO2
 : 8	15	-9	4	3	-0.1	0.3	1.8	-1	-0.3
24) Cc1ccc(/C=c2/sc3n(c2=O)CCCN=3)o1
 : 4	22	·	6	-4	-0.3	·	-0.1	-9	-0.4
25) O=C(NNC(=O)c1ccc(Cn2cccn2)o1)NC12CC3CC(CC(C3)C1)C2
 : -7	9	-12	-5	-1	-0.2	1.6	-0.8	1	i
26) CC(C)CC1=NN(C(=O)c2cccnc2)C(O)(C(F)(F)F)C1 (stereo not given)
 : 1	8	-3	-3	-4	-2.9	·	0.2	0	-0.3
27) C[N+]12CCC(CC1)C(C#N)(N1CCOCC1)C2 (stereo not given)
 : -3	30	-4	0	-4	0.3	·	-0.4	-7	-0.7
28) O=S(=O)(c1ccc(S(=O)(=O)n2cnc3ccccc32)cc1)N1CCCCCC1
 : 6	26	-11	6	-2	0.7	·	-0.8	10	·
29) CCC(C)NC(=O)COC(=O)c1cccnc1Nc1ccccc1F (stereo not given)
 : -1	-4	-10	-1	7	0.1	·	-0.6	1	i
30) Cn1c2c(c(=O)n(C)c1=O)C(NC(=O)C(C)(C)C)(C(F)(F)F)C(=O)N2 (stereo not given)
 : 5	19	-16	2	4	-0.2	·	-0.8	1	i

Part of the list above with just Vc quorum ag:
No. | structure | Vc quorum ag
27 | C[N+]12CCC(CC1)C(C#N)(N1CCOCC1)C2 (stereo not given) | -0.7
30 | Cn1c2c(c(=O)n(C)c1=O)C(NC(=O)C(C)(C)C)(C(F)(F)F)C(=O)N2 (stereo not given) | i
22 | Cc1ccc(CNCC(=O)Nc2cccc(S(=O)(=O)NC3=NCCCCC3)c2)cc1 | -0.3
25 | O=C(NNC(=O)c1ccc(Cn2cccn2)o1)NC12CC3CC(CC(C3)C1)C2 | i

Next section:
Order of results: CCHFV vOTU inh	VHR inh abs	PriA SSB inh	Y pestis TopoI	3CLpro inhibitor	BoNT A protease	TcdB inh	PfHsp40 rescue	Anthrax LF inh2	Vc quorum ag
31) C(=N\c1nc2ccccc2n1CCN1CCOCC1)/c1cccs1
 : -10	19	·	-7	-1	-0.7	·	-0.9	-5	i
32) COc1ccc(OCCNS(=O)(=O)c2ccc3oc4ccccc4c3c2)cc1
 : 7	6	-2	28	0	-1.0	·	4.1	-5	-0.3
33) CSc1nsc(SC)c1-c1ccc(Cl)cc1
 : -8	·	·	14	·	-0.4	-0.4	·	-3	-7.7
34) CC1(C)CC(=O)C2=C(C1)NC(=O)NC2c1ccccc1 (stereo not given)
 : -11	9	-13	12	1	-0.1	-0.7	6.0	-4	-0.5
35) CCN(CC)c1ccc(C=C2C(=O)OC3(CCCC3)OC2=O)cc1
 : 9	17	-1	9	7	0.8	·	-0.8	-1	-0.6
36) CCOC(=O)/C(=C/c1ccco1)NC(=O)c1ccc(Br)o1
 : 5	15	-11	-2	4	0.3	2.2	0.2	-1	i
37) O=C(N/N=C1/CCCc2ccccc21)c1cc([N+](=O)[O-])cc([N+](=O)[O-])c1
 : -3	2	·	·	3	·	-2.2	·	·	·
38) CCCCn1c(N)c(N(CC(C)C)C(=O)CSCc2ccc(Cl)c(Cl)c2)c(=O)[nH]c1=O
 : 3	·	1	22	·	1.3	1.3	0.0	3	i
39) COc1ccc(Cl)cc1NC(=O)c1noc2c1CCCC2
 : -13	27	-10	1	4	1.0	0.4	-1.1	-7	i
40) Cn1c(O)c(/C=N/N2CCOCC2)c(=O)n(C)c1=S
 : 2	9	·	6	0	?	-1.0	-1.4	-19	i
41) CCOC(=O)C1=C(C)NC(=O)NC1c1ccc2c(c1)OCO2 (stereo not given)
 : 7	-16	-5	0	-7	-0.3	·	-0.2	-4	i
42) CCCCCCC(C)(C)c1ccc([C@@H]2C[C@H](O)CC[C@H]2CCCO)c(O)c1
 : 19	·	-6	25	·	-0.6	2.3	68*	-4	3.8
43) O=C(COc1ccccc1[N+](=O)[O-])N/N=C/c1ccccn1
 : -19	-4	·	0	1	-0.4	1.2	0.1	0	i
44) CC(Oc1ccc(F)cc1)C(=O)Nc1nc(-c2ccccn2)cs1 (stereo not given)
 : -2	·	57*	-3	·	·	0.5	-0.4	·	i
45) Nn1c(Cc2cccc3ccccc23)nnc1SCc1ccc(Cl)c(Cl)c1
 : -7	7	-11	36	9	0.3	1.5	-1.8	0	-0.1
46) S=C(Nc1ccc(Oc2ccccc2)cc1)NC1CCCCCC1
 : 7	5	-12	0	3	-0.4	·	?	-1	4.9
47) Cc1cc(C)cc(NC(=O)C2CC(=O)n3ncnc3N2)c1 (stereo not given)
 : 21	11	-6	0	6	-1.1	0.6	-0.6	-4	0.0
48) CC1CC(OC(=O)C2CCN(S(=O)(=O)c3ccc(F)cc3)CC2)C(=O)O1 (stereo not given)
 : 5	·	-11	-7	·	3.4	1.1	-1.0	2	-5.0
49) CCC(C)(C)NC(=O)C(OC(=O)c1ccco1)c1ccccc1F (stereo not given)
 : -6	6	-15	8	6	·	-6.0	-0.6	·	0.8
50) CN(CC1COc2ccccc2O1)C(=O)c1cc(COc2c(F)cccc2F)on1 (stereo not given)
 : 22	-6	-35	40	0	1.1	-1.1	19	1	i
51) O=c1c(Cl)c(O)c2cccc3c4ccccc4n1c23
 : -51	9	1	0	5	-0.2	0.0	1.6	0	-0.4
52) Cc1ccccc1N1CC(C(=O)Nc2ccc(S(=O)(=O)N3CCCC3)cc2)CC1=O (stereo not given)
 : -7	·	-1	11	·	1.8	0.7	-0.1	4	i
53) COc1ccc(C2=Nn3c(nnc3-c3ccco3)SC2)cc1
 : 6	-6	-6	18	0	-2.9	·	-0.8	-5	-1.4
54) CCc1ccc(/C=C2\CN(CC)Cc3c2nc2ccccc2c3C(=O)O)cc1
 : 3	-4	0	4	-2	15	·	0.1	20	i
55) Cc1ccc(N(CC(=O)Nc2cc(C)cc(C)c2)S(=O)(=O)c2cccc3nonc23)cc1
 : 21	-2	14	0	3	-0.3	·	-0.5	-3	1.4
56) COc1ccccc1C(=O)C1CCCN(C(=O)Nc2ccccc2F)C1 (stereo not given)
 : 6	18	-7	1	5	0.3	-2.1	0.3	2	-0.1
57) Fc1ccc(-c2onc3ccc(C4OCCO4)cc23)cc1
 : 10	31	-3	3	-1	0.1	1.5	-0.5	0	i
58) O=C(Cc1ccccc1)Nc1nnc(-c2cccc([N+](=O)[O-])c2)s1
 : 1	-17	-4	-4	-1	-0.5	·	1.0	-2	2.6
59) COc1cccc(CNC(=O)c2cccc(S(=O)(=O)N3CCN(c4ccc(F)cc4)CC3)c2)c1
 : 2	·	-7	41	·	1.4	1.1	-2.2	4	-4.0
60) Nc1[nH]n(-c2c(Cl)cc(Cl)cc2Cl)c(=O)c1N=Nc1ccc(S(=O)(=O)Nc2ncccn2)cc1
 : 11	·	7	-2	·	4.8	0.8	-1.6	2	i
61) CCNc1ccc(S(=O)(=O)N2CCCCC2)cn1
 : -2	·	2	2	·	-2.4	-0.2	-0.7	-4	-1.2
62) COc1ccc(-c2nc(CSCC(=O)NCc3ccc4c(c3)OCO4)c(C)o2)cc1
 : 5	-10	-3	2	-3	-0.2	0.9	0.0	-13	0.4
63) FC(F)(F)c1cccc(NC(=S)N2CCN(c3cccc(C(F)(F)F)c3)CC2)c1
 : 28	10	-10	20	7	-0.4	·	-1.0	-1	-0.3
64) Cc1ccc(C(C(=O)NC2CCCCC2)N(Cc2ccco2)C(=O)Cc2c[nH]c3ccccc23)o1 (stereo not given)
 : 11	9	0	15	4	?	·	5.5	-14	-0.5
65) O=C(NNC(=S)NC1CCCCC1)c1sc2ccccc2c1Cl
 : 24	-3	6	2	2	-0.6	0.1	21	-2	-4.8
66) CC(=O)CSc1nc(N)c(C#N)c(-c2cccs2)c1C#N
 : 4	2	-12	2	3	0.5	·	-0.1	5	i
67) COc1ccc(CNC(=O)CN(Cc2ccc(Cl)cc2)S(=O)(=O)c2ccccc2)cc1
 : 23	5	-5	42	-1	-4.4	·	16	-1	-0.2
68) CC(=O)N1CCN=C1SCc1cccc(F)c1
 : -1	1	-15	1	7	0.8	-0.4	0.1	0	1.0
